# High-throughput results as filed in PubChem.
# HSF1 inhib = HSF1 inhibition; NIH3T3-HGL HSE-luciferase, MG132-induced, luminescence 8 h; hits give low values; activity change, negative = inhibition, % at 7.5 µM (by protocol); 0.77% of 300,000 active; AID 2098;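 active means more than half of replicate wells show activity change below -50%, luminescence cut by over half; inconclusive means some wells, but at most half, below -50%; inactive means no replicate well below -50%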;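 further: luciferase reports HSF-1 transcriptional activity via heat shock element; 0% = median of DMSO wells and -100% = zero luminescence signal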
# aSyn UTR inh = MLPCN primary screen, SNCA 5' untranslated region; alpha-synuclein 5'UTR reporter, inhibitor activity; inhibition, % (tested at 7.5 µM); 0.82% of 300,000 active; AID 1813; in the data active means inhibition above about 60%; inconclusive means no clear call, values can overlap the other calls;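 further: H4 neuroglioblastoma cells stably carrying SNCA 5'UTR luciferase fusion; 0% = DMSO wells and 100% = positive control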
# HSP90 inh = HSP90 refolding inhibition in rabbit reticulocyte lysate | AID 1789 | luciferase refolding luminescence, 3 h | inhibition, % at 5.6 µM | 0.91% of 290,000 active;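 active means inhibition above the screen-wide mean plus 3 SD, computed separately per campaign, cut at about 16% in these data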;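 further: 0% = DMSO wells and 100% = 60 µM geldanamycin wells; inhibitors lower the luminescence because luciferase stays unfolded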
# Platelet DG rel = modulates dense granule release in human platelets. human platelet-rich plasma, SFLLRN dense granule ATP release, luminescence. 0.22% of 300,000 active. inhibition, %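 (compounds screened at 7.5 µM in platelet-rich plasma)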. AID 1663;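 active means mean replicate score, as percent of positive control, at or above 50; inconclusive means mean below 50 but at least one replicate at or above 50; inactive means mean and every replicate below 50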
# KLF5 inhibitor = inhibitors of KLF5 expression. 0.23% of 290,000 active. DLD-1 KLF5 promoter-luciferase reporter, luminescence. inhibition, % at 5 µM. AID 1700;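 active means inhibition above a per-plate limit of that plate's mean compound inhibition plus 3 SD, cut at about 60% in these data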;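 further: 0% = DMSO wells and 100% = LY294002 at 200 µM; higher means less KLF5 promoter-driven luciferase light; inactives centre near -14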
# AI-2 QS modul = modulators of Vibrio harveyi AI-2 quorum sensing system. Vibrio harveyi JMH597 AI-2 luminescence/OD600 ratio, 9 h; hits give low values; strain lacks LuxN and CqsS sensors; 0 = neutral-control median. activity change, % at 7.5 µM. 0.4% of 300,000 active. AID 2094; in the data active means activity change below about -75%, passing the limit was not always enough; inconclusive means no clear call, values can overlap the other calls;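 further: luminescence divided by OD600 gain over 9 h not by final OD600 alone; inactives centre near 13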
# HIF activator = HIF pathway transcriptional activation | 0.32% of 300,000 active | AID 1910 | activation, % at 7.5 µM (by protocol) | U2OS HRE-luciferase reporter, luminescence; normalized: DMSO 0%, desferrioxamine 100%;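 active means mean activation of at least 10% of the iron chelator positive control signal, with at least half of replicates also reaching 10%; inconclusive means mean and replicate majority disagree about reaching 10%; inactive means mean and most replicates under 10%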
# IEC-6 cytotox = IEC-6 cytotoxicity, counter-screen for KLF5 inhibitors | luminescence viability | inhibition, % at 5 µM | 0.78% of 290,000 active | AID 1825; in the data active means inhibition above about 22%;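 further: 0% = plate median of test compound wells and 100% = cytotoxic reference compound wells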
# HDAC3 inhib = human HDAC3 inhibition; AID 2718; 0.15% of 320,000 active; inhibition, % at 8.3 µM; recombinant HDAC3, fluorogenic peptide/trypsin coupled, fluorescence; in the data active means inhibition above about 26%, passing the limit was not always enough; inconclusive means no clear call, values can overlap the other calls
# Target sequence (O15379 whole entry, looked up): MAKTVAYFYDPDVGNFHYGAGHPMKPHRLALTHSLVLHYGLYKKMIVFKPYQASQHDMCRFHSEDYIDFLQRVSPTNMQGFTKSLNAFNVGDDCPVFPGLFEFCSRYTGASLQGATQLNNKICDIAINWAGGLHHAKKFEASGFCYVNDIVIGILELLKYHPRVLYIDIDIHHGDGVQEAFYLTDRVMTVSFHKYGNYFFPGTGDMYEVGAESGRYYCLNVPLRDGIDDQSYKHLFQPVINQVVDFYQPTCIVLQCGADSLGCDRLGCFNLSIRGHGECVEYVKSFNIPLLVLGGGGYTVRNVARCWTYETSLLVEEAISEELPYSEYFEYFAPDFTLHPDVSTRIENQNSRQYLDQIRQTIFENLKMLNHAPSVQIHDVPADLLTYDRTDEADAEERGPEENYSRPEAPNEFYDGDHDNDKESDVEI
# HSF1 activator = increases HSF-1 driven luciferase reporter signal. 1.7% of 300,000 active. NIH3T3-HGL HSF-1 luciferase reporter, MG132, 8 h; 100% = twice DMSO control signal. AID 504408. activation, % at 9 µM;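 active means mean replicate activation of at least 50% with a set share of replicates each reaching 50%; inconclusive means only one of those two conditions met; inactive means mean below 50% and too few replicates reaching it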;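 further: 0% = median of the neutral control wells and 100% = twice that signal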
# * hit, by the source's call; ? = inconclusive; · = no result given.
smiles	HSP90 inh	IEC-6 cytotox	HSF1 inhib	aSyn UTR inh	HSF1 activator	KLF5 inhibitor	Platelet DG rel	HDAC3 inhib	HIF activator	AI-2 QS modul
Cc1ccc(S(=O)(=O)N2CCC(C(=O)N[C@@H](C)C(=O)NCc3ccccc3)CC2)cc1	0	-1	0	3	-2	-23	0	6	-0.2	4
CSCCC(NC(=O)COc1ccccc1)C(=O)N1CCCC(C)C1 (centres undefined)	-1	4	7	-1	10	-4	-10	5	-0.1	-5
CCC(C)NC(=O)c1cn(CC)c2ccc(S(=O)(=O)N3CCCCCC3)cc2c1=O (centres undefined)	-1	14	-11	16	-10	1	-12	1	-1.4	·
Cc1cc(C)c2nc(N3CCCC(C(=O)N4CCN(c5ncccn5)CC4)C3)sc2c1 (centres undefined)	5	2	2	-3	6	-25	-1	0	0.0	14
COc1ccc(CN(C)C(=O)COC(=O)c2ccc3c(c2)OCO3)cc1OC	1	8	1	-3	10	-14	-1	-6	-0.1	23
Cc1cc(C(=O)N2CCN(c3ccc([N+](=O)[O-])cc3)CC2)n[nH]1	2	4	-4	9	14	8	-3	1	-0.1	-5
CCC(=O)Nc1ccc(C(=O)NNC(=O)COc2cccc(C)c2)cc1	5	-5	-1	11	-2	-1	-9	-3	-40	17
CC(=O)Nc1ccc(NC(=O)COc2ccc(S(=O)(=O)NC(C)c3ccccc3)cc2)cc1 (centres undefined)	-3	-1	19	-147	46	-36	5	4	0.4	32
Cc1cc(=O)[nH]c(SCc2cn3ccccc3n2)n1	0	5	-2	-34	-3	-31	-3	3	0.2	3
Cc1nc2c3ccccc3nc(SCC(=O)N3CC(C)CC(C)C3)n2n1 (centres undefined)	3	4	1	5	-5	-6	2	-4	0.1	22
Cc1cc[n+](CC(=O)c2ccc(NC(=O)c3ccccc3)cc2)c2ccccc12	-1	-3	-6	19	6	4	3	-4	0.4	28
COCCCNC(=O)C1CCN(S(=O)(=O)c2ccc3nc4c(c(C(=O)O)c3c2)CCCCC4)CC1	6	-4	1	5	-19	-10	-5	2	-0.3	9
COc1ccccc1NC(=O)Nc1nc(C(C)(C)C)cs1	1	-8	15	-55	15	-22	-4	-2	2.0	17
Cc1ccc(S(=O)(=O)N2CCOCC2)cc1NC(=O)CNC1CCCC1	0	-4	1	1	-7	-13	20	-2	0.1	10
O=C(N/N=C\c1ccc(-c2ccc([N+](=O)[O-])cc2)o1)C1COc2ccccc2O1 (centres undefined)	-4	-6	15	4	9	-3	-4	13	0.1	9
CCC(C)(C)NC(=O)C(OC(=O)c1ccco1)c1ccccc1F (centres undefined)	-1	-1	2	-5	-7	-43	-2	2	-1.1	17
CCn1cc([N+](=O)[O-])c(C(=O)Nc2ccc(Br)cn2)n1	-4	-2	5	12	0	-12	2	-2	0.1	-8
O=C(N=NC(=O)c1ccc2c(O)n(C3CCCCC3)c(O)c2c1)c1cccnc1	-2	-10	-2	-5	-1	-15	-16	10	-0.3	27
CCOC(=O)c1ccccc1NC(=O)N[C@@H](C)C(=O)OC	-9	-1	-8	12	-6	-13	-5	9	0.0	18
COc1ccc(NC(=O)CSc2nc3ccc(Nc4nc(N5CCOCC5)nc(N5CCOCC5)n4)cc3s2)cc1	-1	-6	3	-18	19	-47	12	4	-4.2	34
Cc1ncc(CN2CCN(Cc3ccccc3)C(CCO)C2)s1 (centres undefined)	-1	1	-5	-20	6	-31	-24	-3	0.1	10
CCOC(=O)N1CCN(C(=O)c2cc3cc(Cl)ccc3[nH]2)CC1	6	6	4	-18	0	5	0	3	3.2	-56
CCOC(=O)c1sc(Nc2ccccc2Cl)nc1C	-1	11	26	-184	46	-103	4	-3	1.7	10
CC(C)(C)C1CCc2onc(C(=O)N3CCOCC3)c2C1 (centres undefined)	0	-7	-1	11	-5	-17	-1	3	0.0	26
CCOc1ccc(NC(=O)C(C)Oc2ccccc2C(=O)Nc2ccc(C)c(Cl)c2)cc1 (centres undefined)	-5	-3	5	-126	12	-12	1	-1	0.4	9
CCc1ccccc1NC(=O)C1CCN(c2cnccn2)CC1	2	9	1	-4	3	20	3	0	0.0	3
O=C(COc1ccc(Cl)cc1)Nc1nc(-c2cccs2)cs1	6	6	14	-21	11	-8	1	10	0.2	26
CCN=C1SC(C(=O)Nc2cccc(Cl)c2)CC(=O)N1CC (centres undefined)	1	9	3	-3	17	13	2	6	-0.3	30
COC(=O)C(NC(=O)CCc1nnc2ccc(N3CCC(C)CC3)nn12)C(C)C (centres undefined)	0	0	-3	9	-3	-58	15	-6	-1.3	16
CC(=O)NN1C(=O)c2ccc(Oc3cccc([N+](=O)[O-])c3)cc2C1=O	0	-1	-3	13	-10	-16	-2	-1	-0.3	39
CCOC(=O)Cc1csc(NC(=O)c2cnc3scc(C)n3c2=O)n1	0	5	-3	-24	31	-14	6	0	-0.2	11
Cc1ccc(C)c(S(=O)(=O)N2CCN(C(=O)C3CCN(c4ncnc5sc(C)c(C)c45)CC3)CC2)c1	·	·	6	10	24	·	-34	-3	-0.3	14
COc1ccc2cc(C(c3nnnn3C3CCCC3)N3CCCCCC3)c3nnnn3c2c1 (centres undefined)	1	1	-17	17	-12	-19	-3	6	-1.4	-1
Cc1nc(NC(C)c2ccccc2)sc1C(=O)Nc1ccccc1 (centres undefined)	2	1	-87*	-1	-89	-32	-10	2	0.4	6
Cc1ccc(OCc2nn3c(-c4ccco4)nnc3s2)cc1	-3	1	10	-27	-7	11	-3	-6	1.4	22
Cc1ccc(C)c(Cn2c3ccccc3c3cnn(CC(=O)NCc4ccccn4)c(=O)c32)c1	-1	6	9	12	12	2	-2	-7	-3.2	3
Clc1ccc(C2=Nn3c(nnc3-c3cccnc3)SC2)s1	2	7	-3	6	33	-10	1	0	-0.6	15
O=C(Nc1ccccc1)c1ccc2c(c1)OCCO2	5	-4	14	-87	40	-85	26	-6	0.7	37
COc1ccc2nc(NS(=O)(=O)c3ccc(NC(C)=O)cc3)sc2c1	1	-1	2	-10	-20	-14	5	-4	-0.3	2
Cc1ccc(C(=O)Nc2nnc(CC(=O)N/N=C/c3ccc(O)c(O)c3)s2)cc1	0	7	-4	-15	-5	-3	-10	-1	-2.3	3
Cc1ccc(-c2nnc(SCC(=O)N/N=C/c3c(C)nn(-c4ccccc4)c3C)n2-c2ccc(C)cc2)cc1	0	-8	15	6	13	4	1	2	-0.2	24
COc1ccc(/C=C(\NC(=O)c2ccccc2)C(=O)NNC(=O)CCN2CCOCC2)cc1	-2	2	20	-2	42	-15	0	9	2.2	-10
COc1ccccc1CN(C)C(=O)C1(c2ccc(Cl)cc2)CC1	5	7	-8	9	29	-3	1	3	-0.3	28
COC(=O)c1nn(-c2nc(-c3ccc(OC)c(OC)c3)cc(C(F)(F)F)n2)cc1[N+](=O)[O-]	0	-7	3	5	-2	-30	-2	-1	0.0	29
Cc1cc(C)c2nc(N3CCCC(C(=O)N4CCC(C(N)=O)CC4)C3)sc2c1 (centres undefined)	2	5	-15	-40	-2	-7	4	·	0.2	8
CCC(CC)C(=O)OCC(=O)NC12CC3CC(CC(C3)C1)C2	-2	-6	·	·	·	5	-3	6	·	9
COc1ccc(CC(=O)N/N=C(\C)CC(=O)Nc2ccc3c(c2)OCCO3)cc1OC	-1	-2	3	-11	-18	2	1	-2	-0.2	10
COc1ccc(-c2noc(CN(C)C(=O)c3ccc4c(c3)OCO4)n2)cc1OC	-4	5	-5	-25	25	-14	1	2	-0.2	25
O=C(C1CCC(=O)N(C2CCCC2)C1)N1CCC(Oc2ccccc2Cl)CC1 (centres undefined)	0	11	-3	13	-5	-23	-1	-7	-0.4	10
CCOC(=O)C1CCCN(C(=O)/C=C/c2ccc(Cl)cc2)C1 (centres undefined)	0	6	5	17	-1	-16	-1	·	-0.2	11

# Ordered by count of non-hydrogen atoms (smallest number first): part of the list above
smiles	HSP90 inh	IEC-6 cytotox	HSF1 inhib	aSyn UTR inh	HSF1 activator	KLF5 inhibitor	Platelet DG rel	HDAC3 inhib	HIF activator	AI-2 QS modul
CCOC(=O)C1CCCN(C(=O)/C=C/c2ccc(Cl)cc2)C1 (centres undefined)	0	6	5	17	-1	-16	-1	·	-0.2	11
COc1ccc(/C=C(\NC(=O)c2ccccc2)C(=O)NNC(=O)CCN2CCOCC2)cc1	-2	2	20	-2	42	-15	0	9	2.2	-10
Cc1ccc(C)c(S(=O)(=O)N2CCN(C(=O)C3CCN(c4ncnc5sc(C)c(C)c45)CC3)CC2)c1	·	·	6	10	24	·	-34	-3	-0.3	14

# Next compounds.
smiles	HSP90 inh	IEC-6 cytotox	HSF1 inhib	aSyn UTR inh	HSF1 activator	KLF5 inhibitor	Platelet DG rel	HDAC3 inhib	HIF activator	AI-2 QS modul
CC1=Nc2ccc(C)cc2N(Cc2ccccc2)C(=O)C1	0	-5	3	5	8	-7	-9	0	-0.4	28
CCCc1nnc(NC(=O)CC(=O)Nc2ccccc2C(=O)O)s1	1	0	7	22	-13	-4	-31	-1	0.1	38
CC(CSc1nc2ccccc2s1)Cn1c(N2CCCC2)nc2c1c(=O)[nH]c(=O)n2C (centres undefined)	0	3	22	35	56*	-16	-1	9	-0.3	35
O=C1[C@@H]2C(c3ccc(F)cc3)=NO[C@@H]2C(=O)N1Cc1ccccc1	0	-4	0	5	4	-17	3	-4	-0.1	27
Cc1cc2nc(C)n(CCCNC(=O)Nc3ccc(C#N)cc3)c2cc1C	0	1	-4	14	-8	-43	0	-1	-0.4	8
CCOC(=O)C1=C(N)Oc2cc(O)ccc2C1c1ccccc1 (centres undefined)	-2	1	-1	-19	11	-15	?	4	-15	7
COc1ccc(-c2cc(C(=O)OCC(=O)c3cccc([N+](=O)[O-])c3)c3cc(C)ccc3n2)cc1	4	-2	14	0	30	-36	-1	-12	-0.1	20
COc1ccc(N2CSC3=C(C#N)C(c4ccc(OC)c(OC)c4)CC(=O)N3C2)c(OC)c1 (centres undefined)	5	-8	3	-12	-5	-14	2	40*	-0.2	12
O=C(Nc1ccc(N2CCCCC2)cc1)c1cccnc1	2	2	17	-149	15	-91	10	8	1.1	38
Cc1ccc2c(CC(=O)N(C)c3c(N)n(Cc4ccccc4)c(=O)[nH]c3=O)coc2c1	·	·	-22	-10	0	·	-4	1	-14	25
Cc1cc(NC(=O)CS(=O)CC(=O)Nc2c(C)cccc2C)ccc1-n1cnnn1 (centres undefined)	0	4	-2	-5	9	-18	9	13	-0.5	12
CCOC(=O)Nc1ccc(NC(=O)OCC)cc1	2	5	-1	-25	11	-24	7	1	0.3	14
COc1cc(OC)cc(-n2nc(C(=O)NCCCN3CCOCC3)c3ccccc3c2=O)c1	5	-3	·	·	·	-15	·	0	·	·
COc1ccc(NC(=O)CNS(=O)(=O)c2ccccc2)cc1Cl	-2	4	4	-3	4	-2	10	-7	·	-42
O=C(c1cc(-c2ccccc2)nc2ccccc12)N1CCc2ccccc2C1	-2	-4	1	-1	8	-24	-3	-2	-0.4	6
CCOC(=O)c1ccc(S(=O)(=O)N2CCN(C)CC2)cc1	3	0	-2	20	-9	-43	-1	1	·	15
CC(C)Cc1nnc(NC(=O)C2CSC3(C)CCC(=O)N23)s1 (centres undefined)	·	·	-4	-12	0	·	1	-2	-0.8	16
Cn1c(CCN2CCN(c3ccccn3)CC2)nc2cc(NC(=O)COc3ccc(Cl)cc3)ccc21	-6	6	20	36	12	0	14	-3	1.4	17
